GPR151 ag – activates the human receptor GPR151; Q8TDV0; PathHunter beta-arrestin GPR151 cells, luminescence; activation, % at 11.2 µM; 1% of 650,000 active; AID 1508602; in the data active = activation above about 4.9%;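 note: 0% = median of compound wells and 100% = cells with positive control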
Target sequence (Q8TDV0 whole entry, looked up): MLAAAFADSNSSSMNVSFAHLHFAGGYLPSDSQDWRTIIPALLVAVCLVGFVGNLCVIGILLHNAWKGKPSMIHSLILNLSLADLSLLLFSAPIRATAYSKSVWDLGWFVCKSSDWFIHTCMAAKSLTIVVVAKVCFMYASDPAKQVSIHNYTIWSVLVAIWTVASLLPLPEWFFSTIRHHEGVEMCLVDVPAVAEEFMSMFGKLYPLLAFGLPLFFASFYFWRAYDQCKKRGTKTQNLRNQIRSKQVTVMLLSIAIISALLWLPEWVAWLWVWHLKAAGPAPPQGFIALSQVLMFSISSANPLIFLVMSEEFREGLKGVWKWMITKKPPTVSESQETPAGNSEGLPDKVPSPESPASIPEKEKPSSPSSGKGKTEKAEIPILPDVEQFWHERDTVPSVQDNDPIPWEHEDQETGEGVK
MITF inh – blocks human microphthalmia-associated transcription factor; O75030; AlphaScreen MITF homodimerization, bead proximity signal; inhibition, % at 2.6 µM; 0.91% of 650,000 active; in the data active = inhibition above about 50%;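 note: 0% = vehicle wells with protein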
Target sequence (O75030 whole entry, looked up): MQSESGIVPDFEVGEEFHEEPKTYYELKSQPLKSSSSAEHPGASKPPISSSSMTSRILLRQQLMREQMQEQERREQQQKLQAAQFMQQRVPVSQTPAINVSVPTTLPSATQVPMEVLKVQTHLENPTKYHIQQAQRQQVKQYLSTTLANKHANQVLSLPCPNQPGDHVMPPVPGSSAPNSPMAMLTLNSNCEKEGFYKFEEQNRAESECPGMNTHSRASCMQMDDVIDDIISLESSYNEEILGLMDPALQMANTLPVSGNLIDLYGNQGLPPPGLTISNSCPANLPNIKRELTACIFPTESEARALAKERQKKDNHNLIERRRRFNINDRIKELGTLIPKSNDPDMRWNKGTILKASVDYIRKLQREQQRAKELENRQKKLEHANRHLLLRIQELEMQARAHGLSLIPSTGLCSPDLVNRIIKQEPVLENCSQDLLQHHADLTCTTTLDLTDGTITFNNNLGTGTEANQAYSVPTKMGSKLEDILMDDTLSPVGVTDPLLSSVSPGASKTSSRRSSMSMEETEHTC
FBW7 act – human FBW7 E3 ligase activation, primary screen. AlphaScreen FBW7–phospho-cyclin E peptide binding, activator screen. Q969H0. 0.13% of 650,000 active. normalized activity (activation), % at 26.1 µM; in the data active = normalized activity above about 1.9%;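 note: purified mutant Fbw7 with reduced substrate affinity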
TEAD-YAP inh – TEAD-YAP interaction inhibition; HEK-TIYL cells, TEAD-Gal4/YAP UAS-luciferase luminescence; inhibition, % at 9.12 µM; 1.4% of 640,000 active; AID 1259422; in the data active = inhibition above about 32%;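 note: 0% = median of test compound wells and 100% = reference inhibitor wells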
The depositor's hits bear a star.

SMILES	GPR151 ag	MITF inh	FBW7 act	TEAD-YAP inh
COc1cccc(/C=C2\SC(N3CCOCC3)=NC2=O)c1O	0.1	-5	-0.2	-59
Cc1cc(Nc2ccc(N3CCOCC3)cc2)nc(Nc2cnccn2)n1	2.4	-9	0.0	5
CSc1ncccc1C(=O)Nc1cccc(C(C)=O)c1	-0.9	4	1.0	7
COC(=O)c1c(NC(=O)c2ccc3c(c2)OCO3)sc(C(=O)NC2CCCCC2)c1C	0.2	-13	0.0	11
CCc1c(C)c(C#N)c2nc3ccccc3n2c1N1CCOCC1	0.4	3	-0.3	6
Cc1nc(N2CCCCC2)c2c(C)c(C(=O)Nc3ccc(Oc4ccc(Cl)cc4)cc3)sc2n1	-0.2	2	-0.1	8
CC(C)(C)NC(=O)CN1C(=O)C(C)(C)Oc2ccc(C(=O)NC3CCCCC3)cc21	-0.1	9	0.2	-1
COc1cc(/C=C/c2ccc3cccc(O)c3n2)c(Cl)cc1O	-5.7	-3	-0.1	7
COc1ccc(CNC(=O)CN(C)Cc2ccc(C(C)(C)C)cc2)cc1	0.3	74*	-0.1	0
O=C(NC1CC1)c1ccnc(N2CCN(Cc3ccc4c(c3)OCO4)CC2)c1	1.6	-10	0.0	0
CCOC(=O)N1CCN(C(=O)C2CCN(Cc3cccc4ccccc34)CC2)CC1	-0.5	51*	0.1	-4
CCOc1cc(CN2CCN(Cc3cc(OC)c(OC)c(OC)c3)CC2)ccc1OC	1.6	71*	-0.1	-8
CCCN(CCC)C(=O)CSc1nc2c(sc(=S)n2-c2cc(Cl)ccc2OC)c(=O)[nH]1	-1.3	23	0.1	-4
CCOc1ccccc1NC1=NC2CS(=O)(=O)CC2S1 (stereo not drawn)	0.2	8	0.2	-2
COc1cc(NS(=O)(=O)Cc2ccccc2)c(OC)cc1Cl	-0.3	-3	0.0	-4
Cc1ccc(C2=N/C(=C\c3ccccc3C)C(=O)O2)cc1	0.8	2	-0.2	-4
CCOC(=O)C1=C(C)NC(=O)C1(NC(=O)c1ccccc1Cl)C(F)(F)F (stereo not drawn)	0.4	2	0.0	1
COc1ccc(/C=C/C(=O)n2cc(C)nc2C)cc1OC	3.0	-6	-0.3	-27
CCOC(=O)c1c(/N=c2\oc3cc(O)ccc3cc2C(=O)Nc2ccccc2)sc2c1CCCC2	-0.9	-6	-0.2	-9
Cc1cc(C(=O)N/N=C/c2cc(Br)cc([N+](=O)[O-])c2O)n[nH]1	1.8	27	-0.8	-1
Cn1ccnc1SCc1cc(=O)c(OC(=O)c2ccc(Cl)c([N+](=O)[O-])c2)co1	1.8	18	-0.1	-9
O=C(CCC(=O)Nc1cc(C(F)(F)F)ccc1Cl)N/N=C\c1ccc(O)cc1	0.6	2	-0.1	5
Cc1ccc(-n2[nH]c(C)c(C=Nc3cccc(Cl)c3)c2=O)cc1C	-3.5	2	-0.4	1
COc1cccc(-c2csc(NC(=O)CN3C(=O)c4ccccc4C3=O)n2)c1	-0.7	8	0.0	1
Cc1nc2c(c(=O)[nH]1)CN(CC(=O)NCc1ccc3c(c1)OCO3)CC2	0.0	-8	-0.2	-1
O=C(NNC(=O)C12CC3CC(CC(C3)C1)C2)c1ccc[n+]([O-])c1	2.1	-7	0.1	-4
C/C(=N/NC(=O)c1cc2ccccc2cc1O)c1ccc(NC(=O)C(F)(F)F)cc1	0.6	-14	0.0	-14
CC(=O)N1CCC2(CC1)OCc1cc(-c3cccs3)ccc1O2	2.2	27	0.2	-3
COC(=O)c1cccc(NC(=O)c2ccc3c(c2)C(=O)N(c2ccc(OC)cc2)C3=O)c1	2.0	-4	0.1	1
Nc1cccc(/N=C/c2nc(-c3ccc(Br)cc3)oc2O)n1	-0.1	0	0.2	-5
Cc1cccc(/C=C2/SC(=O)N(CN(C)C)C2=O)c1	-1.0	0	-0.2	-3
O=C(NN1C(=O)/C(=C\c2ccccn2)SC1=S)c1ccccc1Cl	-0.4	15	0.1	5
COC(=O)c1ccc2c(c1)nc(C)n2CCO	-0.4	-3	-0.2	2
COc1ccc(-n2c(SCC(=O)N3CCCC3)nc3c(sc(=S)n3-c3ccccc3)c2=O)c(OC)c1	0.3	13	0.1	8
CCC(C(=O)OC)n1cnc2scc(-c3cccc([N+](=O)[O-])c3)c2c1=O (stereo not drawn)	15*	1	-0.1	-11
O=C(CCCn1c(=S)[nH]c2cc3c(cc2c1=O)OCO3)NC1CCCC1	-0.4	-3	0.1	-1
CCOC(=O)c1sc(=NC(=O)c2ccc(OC)c(OC)c2)n(C)c1C	-1.3	-8	-0.1	-21
Cc1ccc2c(c1)C1CN(C)CCC1N2S(=O)(=O)c1nc2cc(C)nc(C)n2n1 (stereo not drawn)	0.9	-3	0.0	4
Cc1ccc(C(c2ccc(C)o2)c2ccccc2O)o1	0.5	-5	-0.1	0
CCc1nn(CC(=O)NCCCN2CC(C)CC(C)C2)c(=O)c2cc3sc(C)cc3n12 (stereo not drawn)	-0.7	12	0.4	-1
CCSc1nnc(NC(=O)c2ccccc2Br)s1	-1.8	5	0.2	-30
O=C1c2cccnc2C(=O)N1c1ccccc1I	1.1	11	-0.6	13
O=C(Nc1cccc2ccccc12)c1cccc(C(=O)Nc2cccc3ccccc23)n1	0.4	10	0.0	3
COCCSc1nnc(NS(=O)(=O)c2ccc(C)cc2)s1	1.2	-1	0.0	-7
CCOc1ccc(Nc2nc(-c3ccc(OC)c(OC)c3)cs2)cc1	-0.9	8	0.3	10

Four structures out of the list, ordered by molar mass, descending.
SMILES	GPR151 ag	MITF inh	FBW7 act	TEAD-YAP inh
CCc1nn(CC(=O)NCCCN2CC(C)CC(C)C2)c(=O)c2cc3sc(C)cc3n12 (stereo not drawn)	-0.7	12	0.4	-1
O=C(Nc1cccc2ccccc12)c1cccc(C(=O)Nc2cccc3ccccc23)n1	0.4	10	0.0	3
CCC(C(=O)OC)n1cnc2scc(-c3cccc([N+](=O)[O-])c3)c2c1=O (stereo not drawn)	15*	1	-0.1	-11
CCOC(=O)c1sc(=NC(=O)c2ccc(OC)c(OC)c2)n(C)c1C	-1.3	-8	-0.1	-21

New compounds follow.
SMILES	GPR151 ag	MITF inh	FBW7 act	TEAD-YAP inh
C=CCOc1c(CNc2ccc(C(=O)O)cc2)cccc1OC	3.8	-7	-0.3	-12
COc1ccc(N=c2oc3ccccc3cc2C(=O)Nc2cccc(C(F)(F)F)c2)cc1	1.0	1	-0.1	-4
CC(C)=NNCOc1ccc(OCc2ccccc2)cc1	-4.6	6	0.1	-5
Cc1c(Cl)ccc2sc(NC(=O)c3ccc([N+](=O)[O-])o3)nc12	-0.1	-2	-0.1	-4
CC(C)NCC(O)COc1ccccc1C(C)(C)C (stereo not drawn)	-0.1	-1	0.0	4
Cc1ccc(NC(=O)c2cc(S(=O)(=O)N3CCN(c4cccc(C)c4C)CC3)ccc2F)cc1F	-1.4	-5	-0.1	-11
COc1ccc(OC)c(-c2csc(N(Cc3ccccc3)C(C)=O)n2)c1	-0.4	1	0.0	-16
CCc1ccccc1NC(=O)c1ccc(F)c(S(=O)(=O)NCc2ccc3c(c2)OCO3)c1	0.3	10	0.7	-3
O=C(Nc1nc2n(n1)C(c1ccc(Cl)cc1)C=C(c1ccccc1)N2)c1cccnc1 (stereo not drawn)	-0.9	-8	-0.2	5
Cc1ccc(C)c(N(C)C(=O)Cc2noc3ccccc23)c1	4.4	-11	-0.1	13
COCCCNc1cc(C)nc2c(-c3ccc(Cl)cc3)c(C)nn12	-0.1	13	0.0	1
O=C(CSc1nc2ccccc2s1)Nc1ccc(S(=O)(=O)Nc2nccs2)cc1	0.4	12	0.0	-1
Cc1cc(SCC(=O)N/N=C/c2ccc(C(=O)O)cc2)nc2ccccc12	1.3	2	-0.2	3
Cn1nnnc1SCC(=O)Nc1ccc(Br)cc1	0.1	10	-0.2	9
COc1ccc(/C=C2/c3cc(C)ccc3-c3ncccc32)cc1	0.1	-7	-0.1	7

Next section, overlapping the part above by 4 compounds.
SMILES	GPR151 ag	MITF inh	FBW7 act	TEAD-YAP inh
O=C(CSc1nc2ccccc2s1)Nc1ccc(S(=O)(=O)Nc2nccs2)cc1	0.4	12	0.0	-1
Cc1cc(SCC(=O)N/N=C/c2ccc(C(=O)O)cc2)nc2ccccc12	1.3	2	-0.2	3
Cn1nnnc1SCC(=O)Nc1ccc(Br)cc1	0.1	10	-0.2	9
COc1ccc(/C=C2/c3cc(C)ccc3-c3ncccc32)cc1	0.1	-7	-0.1	7
COc1ccc(-c2nn(CC(N)=O)c(=O)o2)c2ccccc12	-0.2	-2	-0.1	5
COc1ccc(CNC(=O)c2c[nH]n3c(=O)cc(C)nc23)cc1	-0.9	3	-0.1	4
COc1ccc(OC)c(CN2CCOc3ccc(C(O)c4cccnc4)cc3C2)c1 (stereo not drawn)	-0.6	-14	0.0	-15
O=C(N[C@H]1C[C@H]2C(=O)N3CCC[C@H]3C(=O)N2C1)c1ccc(C(F)(F)F)cc1	-1.3	15	0.3	12
CCOc1ccc(/C=C2\N=C(c3ccc(OC)cc3Br)OC2=O)cc1	0.6	5	0.0	-6
COc1cc(NC(=O)CCc2nc3cccnc3n2-c2ccccc2)cc(OC)c1	-1.4	-10	0.1	14
COc1cnc(Nc2ccc(N3CCOCC3)cc2)nc1Nc1ccc(N2CCOCC2)cc1	2.8	3	-0.2	-3
COc1cccc(C=Nc2ccccc2I)c1O	2.4	9	0.8	-5
CCCc1ccc(OCC(O)CN2CCN(C)CC2)cc1 (stereo not drawn)	-0.2	-4	-0.2	-8
COc1ccc(C2CC(=O)C3=C(C2)Nc2ccc4ccccc4c2C3c2ccc3c(c2)OCO3)cc1 (stereo not drawn)	0.3	4	-0.3	-1
O=C(Nc1ccc(Cl)cc1Cl)c1cc(S(=O)(=O)N2CCCCCC2)ccc1F	1.9	4	0.9	-1
COCCn1c(SCC(=O)Nc2ccccc2Cl)nc2cc(C(=O)OC)ccc2c1=O	1.1	1	0.0	15
COc1cccc(CNC(=O)CCC2CCCN(C(=O)Cc3ccn(C)c3)C2)c1 (stereo not drawn)	-0.1	-17	0.1	-2
COc1cccc(C(=O)NCC(=O)N/N=C/c2ccc([N+](=O)[O-])o2)c1	0.1	0	0.0	4
CCCCOCC(O)CN1CCN(c2ccc([N+](=O)[O-])cc2[N+](=O)[O-])CC1 (stereo not drawn)	1.6	-2	0.1	-2
Cc1ccc(OC(=O)N2CCN3C(=O)[C@H](Cc4ccc(O)cc4)NC(=O)[C@H]3C2)cc1	0.0	10	0.1	0
CCN(CC)c1ccc(C2C(C(=O)Nc3ccccn3)=C(C)NC3=C2C(=O)CC(C)(C)C3)cc1 (stereo not drawn)	-1.7	7	0.2	-12
CCN(CC)C1CCN(C(=O)CCc2nnc(-c3ccccc3)o2)C1 (stereo not drawn)	0.2	10	-0.1	1
NC(=O)c1c(NC(=O)CN(Cc2ccccc2)C(=O)c2ccccc2)sc2c1CCCC2	-0.1	15	-0.1	-4
Cc1nc2sccn2c1C(=O)NN=C1CCCC1	0.8	-5	-0.3	9
COCC(=O)Nc1cnn(-c2ccc(C(=O)NCc3ccco3)cc2)c1	-0.9	-3	0.0	2
N#C/C(=C(/O)c1cccc(F)c1)c1nc2ccccc2[nH]1	-1.4	17	0.3	0
CN(Cc1ccc(F)cc1)C(=O)CCC1(Cc2ccc3ccccc3c2)CCC(=O)N1 (stereo not drawn)	0.9	-3	-0.2	-3
CCOC(=O)c1c(O)c2c([nH]c1=O)CCCC2	-0.1	-3	-0.2	-1
Cc1nc2nc(SCC(=O)NC3CCCCC3)nn2c(C)c1Cc1ccc(Cl)cc1	-0.6	6	0.2	10
CC(C)(C)c1ccc(CN[C@H]2C[C@H]3C(=O)N[C@@H](CCCCN)C(=O)N3C2)cc1	-0.2	18	-0.1	15
O=C1C2CC=CCC2C(=O)N1c1ccc(NCc2cccs2)c([N+](=O)[O-])c1 (stereo not drawn)	0.1	13	0.3	6
COc1ccc(C(=O)Nc2cc(C)c(NC(=O)c3cccc(OC)c3)cn2)cc1	-1.6	2	0.0	-11
COc1ccc(NC(=S)NCc2ccc(F)cc2)cc1	-1.6	13	0.2	9
COc1ccccc1C1(O)CCN(CC(=O)Nc2nnc(C)s2)CC1	-0.1	10	0.9	-4
Clc1ccc(Nc2nc(Cl)nc(NC3CCCCC3)n2)cc1	0.3	2	0.0	7
c1ccc(N2CCN(c3nnc(SCc4ccccn4)s3)CC2)cc1	5.4*	-3	0.1	-40
COc1ccc(CN2CCN(Cc3cnn(C(C)C)c3)CC2CCO)c(C)c1C (stereo not drawn)	1.7	-23	-0.1	2
N#Cc1ccc(COc2nccc3ccccc23)cc1	-2.1	-3	0.1	3
Cc1cc(I)ccc1NC(=O)COC(=O)c1nccnc1N	-0.7	0	-0.1	16
Cc1nn(-c2ccccc2)c2c1C(c1ccncc1)C(C#N)=C(N)O2 (stereo not drawn)	1.8	4	0.0	8
COc1ccccc1-c1cncc(-c2cccc(C(=O)NCCO)c2)n1	0.2	1	0.1	-2
Cc1c(NCc2ccccc2)cccc1C(=O)O	-4.5	9	0.2	-29
O=C1CC(N2CCC(c3nc4ccccc4[nH]3)CC2)C(=O)N1 (stereo not drawn)	0.5	-16	-0.1	-5
Cn1nnnc1SCC(=O)Nc1cc(Cl)cc(Cl)c1	0.8	17	-0.1	2

Rows were taken by chance. Share with any hit: about 3.5%.
